# Screening data deposited in PubChem BioAssay by Broad Institute.
# PglD inh = inhibitors of Campylobacter jejuni PglD acetyltransferase; 0.098% of 360,000 active; purified PglD enzyme, DTNB colorimetric CoA detection; inhibition, % at 12.5 µM; in the data active = inhibition above about 16%, passing the limit was not always enough; also: strong numbers were not always called active
# An asterisk follows results filed as active.
SMILES,PglD inh
Cc1ccc(C(=O)NC(=S)Nc2cccc(NC(=O)c3ccccc3Cl)c2)cc1[N+](=O)[O-],-2
N#Cc1c(N)nc2c(c1N)CC(COc1ccccc1)O2 (stereo unspecified),2
COc1ccc(CCN(Cc2cccs2)S(=O)(=O)c2ccc(S(=O)(=O)N(C)C3CCCCC3)cc2)cc1OC,-7
CCN(CC)c1ccc(NC(=O)c2cccc(C)c2OC)c(C)c1,-4
COc1ccc(/C=N/NS(=O)(=O)c2ccc(C)cc2)cc1OC(=O)c1ccc(C)cc1,4
O=C(NC1CCCCC1)C(c1ccc(F)cc1)N(Cc1ccccc1)C(=O)CN1C(=O)c2ccccc2S1(=O)=O (stereo unspecified),0
Cc1ccc(N2CN(Cc3cccnc3)CNC2=S)cc1,-2
COc1ccc(/C(O)=C2/C(=O)C(=O)N(CCN3CCOCC3)C2c2cccnc2)cc1OC (stereo unspecified),1
COc1cccc(CC(NC(C)=O)C(=O)NC2CCN(c3c4c(nc5ncnn35)CCC4)CC2)c1 (stereo unspecified),3
CC(C)(C)c1ccc(CN2N=Nc3ccccc3S2(=O)=O)cc1,-87
CCn1cc(C(=O)OCC(=O)c2cc(C)n(-c3ccc(OC(F)F)cc3)c2C)c(=O)c2ccc(C)nc21,0
Cc1ccccc1-n1c(SC/C(O)=C(\C#N)c2nc3ccccc3[nH]2)nnc1-c1ccncc1,-1
CC1CCCCN1Cc1cnc(Cl)s1 (stereo unspecified),-2
COc1ccccc1C1(CCNS(=O)(=O)c2ccc(C)cc2)CCOC(C(C)C)C1 (stereo unspecified),-1
O=C(Nc1ccc2c(c1)OCO2)C1CC(c2ccc(Cl)cc2)=NO1 (stereo unspecified),4
CC1CCN(C(=O)CCCNC(=O)Cn2cnc3sc4c(c3c2=O)CCCC4)CC1,7
COc1ccc(COc2ccccc2C(=O)NCc2ccccc2)cc1F,2
CCOC(=O)c1c(NC(=O)CN2CCOCC2)sc2c1CCCC2=O,-1
O=C(CCC(=O)N(CC(=O)NC1CCCCC1)c1ccc2c(c1)OCO2)Nc1ccccn1,1
CCOc1ccc2c(c1)-c1c(ssc1=S)C(C)(C)N2C,-2
Cc1ccc(C#N)c(SCc2cc3c(cc2Cl)OCO3)n1,5
N#CCSc1nc2ccccc2c2nc3ccccc3n12,2
Cc1cccc(C(=O)NNC(=O)c2ccc(Cl)cc2)c1O,-1
Brc1ccc(-c2nn3c(-c4ccccn4)nnc3s2)o1,0
c1ccc(N2CCN(c3nnc(Cc4cccnc4)c4ccccc34)CC2)nc1,-4
Cc1ccn2c(NC3CCCCC3)c(C(C)C)nc2c1,5
O=C(NCc1ccccc1)N1CCN(c2ccccc2F)CC1,-1
FC(F)(F)Oc1ccc(Nc2nc3ccccc3o2)cc1,4
COC(=O)c1ccccc1NC(=O)CN(C)S(=O)(=O)c1cc(C)ccc1OC,-5
COc1ccc(S(=O)(=O)NCCSCc2ccco2)cc1,3
COc1cccc(C(=O)N/N=C/c2ccc(OC3CSC3)cc2)c1,3
COc1ccccc1NC(=O)C1C2CCCCC21 (stereo unspecified),10
O=C(NCC(=O)N1CCC(N2CCCCC2)CC1)C1CCCCC1,1
CC(=O)C1=C(C)NC(=O)NC1c1cc(Br)ccc1OCC(N)=O (stereo unspecified),4
Cc1cc(C)nc(NC(=O)CSc2nc3cc(Cl)ccc3s2)n1,-1
O=C(CSc1nnc(-c2cccs2)o1)Nc1cccc(S(=O)(=O)N2CCCCC2)c1,3
Cc1ccc(O)c(C(=O)c2cnn(-c3ccccc3)c2)c1,1
O=C(O)C1CCCCC1C(=O)Nc1nc(-c2cccs2)cs1 (stereo unspecified),-6
COc1ccc(Cn2nnnc2C(c2ccccc2Cl)N2CCN(C)CC2)cc1 (stereo unspecified),-1
CC1(C)CC2CC(C)(CN2C(=O)COC(=O)c2ccc(Cl)cc2N)C1 (stereo unspecified),-24
CC(C)c1ccc(N2C(=O)[C@@H]3Cc4ccccc4CN3C2=O)cc1,-2
CCCCOc1ccc(C(O)(CCC)CCN2CCOCC2)cc1 (stereo unspecified),0
Cn1ncc(Cl)c1C(=O)Nc1ccncc1,4
N=c1c2c(-c3ccccc3)c(-c3ccccc3)n(Cc3ccco3)c2ncn1Cc1ccco1,3
N=C1/C(=C/c2coc3ccccc3c2=O)C(=O)N=C2SC(c3ccco3)=NN12,-4

# 3 structures out of the list, ordered by SMILES length, highest first:
SMILES,PglD inh
O=C(CCC(=O)N(CC(=O)NC1CCCCC1)c1ccc2c(c1)OCO2)Nc1ccccn1,1
CC1CCN(C(=O)CCCNC(=O)Cn2cnc3sc4c(c3c2=O)CCCC4)CC1,7
CCOc1ccc2c(c1)-c1c(ssc1=S)C(C)(C)N2C,-2

# Remaining list, next part
SMILES,PglD inh
O=C(NCCCn1ccnc1)c1noc2c1CCc1ccccc1-2,-1
Cn1nc(C(=O)NCC2CCCO2)c2ccccc2c1=O (stereo unspecified),4
CCN(CC)C(=S)SCC(=O)Nc1ccc(F)cc1,-4
Cc1ccccc1CSc1nc2ccccc2c(=O)[nH]1,1
CC(C)Sc1nnc([C@H](Cc2c[nH]c3ccccc23)NC(=O)OC(C)(C)C)o1,2
CC(=O)N1C(=O)N(C)C2C1N(C(C)=O)C(=O)N2C (stereo unspecified),-6
Cc1cccc(C(=O)OCC(=O)Nc2sc3c(c2C#N)CCC3)c1,-1
O=C(Nc1ccccc1N1CCN(C(=O)c2ccc(Cl)cc2)CC1)c1cc(Br)ccc1Cl,0
CC(C)c1cc(C(=O)Nc2cccc(C(F)(F)F)c2)no1,9
CCn1c(CNC(=O)c2ccc3c(c2)OCO3)nnc1SCC(=O)Nc1cc(C)ccc1OC,-6
CCN(CC)S(=O)(=O)c1ccc(OC)c(NC(=O)c2ccc(OC)c([N+](=O)[O-])c2)c1,-2
O=C(OCC(=O)c1c[nH]c2ccccc12)c1cc2ccccc2cc1O,-9
CN(C)CCCC(C)(O)C(C)(C)c1ccccc1 (stereo unspecified),-1
CCOC(=O)c1sc2nc(C)cc(C)c2c1NC(=O)c1ccco1,-2
CN1CCN(CC(=O)N2CCn3c4c(c5cc(C6CCCCC6)ccc53)CCCC42)CC1 (stereo unspecified),-7
O=C(COC(=O)CCS(=O)(=O)c1ccc(Cl)cc1)Nc1ncc(Cl)cc1Cl,-3
COc1ccccc1NC(=S)N(CCCN1CCOCC1)Cc1ccccn1,0
CCCCOC(=O)Cn1c(-c2ccccc2)nc2ccccc2c1=O,-6
COC(=O)CSc1nnc(-c2cccs2)n1-c1ccc(Cl)cc1,-2
COC(=O)c1ccc2c(=O)n(CCCCCC(=O)N3CCN(c4ccccc4)CC3)c(=O)[nH]c2c1,1
O=C(NCc1ccccc1)NC1(C(=O)N2CCN(c3ncccn3)CC2)CCCCC1,-4
Brc1cccc(OCCOCCn2ccnc2)c1,-3
COc1cccc(NC(=S)N2CCCC2)c1,0
CCCCOC(=O)c1ccc(NC(=O)c2cnc3n(c2=O)CCS3)cc1,1
CCN(CC)c1ccc(C(=O)N2CCN(Cc3ccccc3)CC2)cc1,14
CC(C)CCN1C(=O)c2ccc(C(=O)NCc3ccco3)cc2C1=O,1
CC(C)=CC(=O)OCC(=O)Nc1ccc(Cl)cn1,-3
CCCS(=O)(=O)N1CCN(Cc2ccc3c(c2)c2ccccc2n3CC)CC1,-2
CCNc1nc2[nH]c(=O)c3c(c2s1)OC(N)=C(C#N)C3c1ccc(C)cc1 (stereo unspecified),1
COc1ccc(CCNS(=O)(=O)c2ccc(Cl)s2)cc1OC,-1
O=C(NC1=NCCS1)Nc1ccccc1,3
CCOC(=O)c1c(NC(=O)C2CCN(S(=O)(=O)c3ccc(Cl)cc3)CC2)sc2c1CCCC2,3
O=C(NCCCN1CCCC1=O)c1ccc(Cl)c(NS(=O)(=O)c2ccc(F)cc2)c1,5
O=C(CN1CCSCC1)N/N=C/c1ccc(F)c(F)c1,8
COC(=O)C1CCN(C(=O)COC(=O)c2n[nH]c3ccccc23)CC1,-1
Cc1cccc(C)c1NC(=O)C(NC(=O)c1ccccn1)c1ccc([N+](=O)[O-])cc1 (stereo unspecified),-3
Cc1ccc(S(=O)(=O)Cn2nnnc2C(C(C)C)N2CCN(Cc3ccco3)CC2)cc1 (stereo unspecified),1
Cc1ccc(NC(=S)NCC2CCCO2)cc1C (stereo unspecified),2
COc1cc(CC(=O)Nc2ccc3c(c2)CCC3)cc(OC)c1OC,-6
O=S(=O)(NCc1ccc2c(c1)OCO2)c1cccc2cccnc12,-5
CC(C)CNC(=O)CCc1c[nH]c2ccccc12,-4
CN1C(=O)C2(c3ccccc31)N(C)CC(c1ccccn1)C21SC(=S)N(Cc2ccco2)C1=O (stereo unspecified),-1
CC(C(=O)NC1CCCC1)N(C(=O)c1ccc(-c2ccccc2)[nH]1)c1ccccc1F (stereo unspecified),1
CCNC(=O)C1CC(=O)N(CC)C(=Nc2cc(Cl)c(O)c(Cl)c2)S1 (stereo unspecified),-5
COc1ccc(/C=C(/C#N)C(=O)Nc2cccc(C)c2C)cc1C(=O)O,-3
COC(=O)Nc1ccc2c(c1)OCO2,-1
O=C(CNc1ccc2ccccc2c1)N/N=C/c1cc2ccccc2nc1Cl,-4
O=C(c1ccccc1Cl)N1N=C(c2ccc(Br)cc2)CC1c1nc2ccccc2[nH]1 (stereo unspecified),-9
Clc1ccc(Oc2nnnn2-c2ccccc2)cc1,4
CC1=C(C)C(=O)N(c2ccccn2)C1=O,0
Cc1cc(C(=O)COC(=O)c2n[nH]c3ccccc23)c(C)n1C,-2
CCC(CO)NC1=C([N+](=O)[O-])C(=O)CC(C)(C)C1 (stereo unspecified),2
CCOC(=O)NC1C=CS(=O)(=O)C1 (stereo unspecified),5
CCOC(=O)CSc1nc(-c2ccccc2)cc(C(F)(F)F)n1,-1
COc1ccc(N/C(=N\c2nc(C)cc(C)n2)NC(C)=O)cc1OC,5
CCC(Sc1nc2n[nH]c(C)c2c(=N)n1-c1cccc(Cl)c1)C(=O)NCCOC (stereo unspecified),5
NC1=NC(=O)CC(C(=O)NCCc2ccccc2)S1 (stereo unspecified),3
CN1C(=O)/C(=C2\SC(N)=NC2=O)c2ccccc21,-2
Cc1ccc(NS(=O)(=O)c2ccc3c(c2)C(=O)c2ccccc2C3=O)c(C)c1,2
COc1cc(/C=N/NC(=O)CCc2n[nH]c(=O)[nH]c2=O)cc(OC)c1OC,0

# Next part
SMILES,PglD inh
CC(/C=C/c1cccs1)=C\C(=O)O,-2
COc1nc(C)nc(NC(=O)NS(=O)(=O)c2ccc(C)cc2)n1,-5
Cn1c(=O)c2c(ncn2CC(=O)N/N=C/C(Br)=C/c2ccccc2)n(C)c1=O,0
COc1ccc(S(=O)(=O)Nc2ccccc2C(=O)NCc2ccco2)cc1,3
Clc1cccc(Cl)c1COc1ccccn1,1
COc1cc(-c2nnc(COC(=O)c3cc(C)nc4ccc(C)cc34)o2)cc(OC)c1OC,11
O=C(NC1CCCCC1NC(=O)c1cccs1)c1cccs1 (stereo unspecified),2
Cc1ccc(-c2ccc(CCC(=O)O)n2Cc2ccco2)cc1,-1
O=C(Nc1ccccc1-c1ccccc1)NC1CCN(C(=O)N2CCOCC2)CC1,-4
COc1ccc(S(=O)(=O)N2CCCCC2)cc1NC(=O)c1ccc2ccccc2n1,2
O=C(O)CSc1nnc(-c2cc3ccccc3o2)n1-c1ccccc1,3
Cc1ccc(-c2nn(C)c(=O)c3ccccc23)cc1CNC(=O)CSc1nc2ccccc2o1,-2
O=Cc1cn(-c2ccccc2)nc1-c1cc2c(ccc3ccccc32)oc1=O,2
COc1ccc(Br)cc1C(=O)Nc1ccc(NC(=O)c2ccco2)cc1,-6
Cc1cc(NC(=O)c2cncc(Br)c2)n(-c2ccccn2)n1,-1

# 14 compounds from above, ordered by heavy-atom count, high to low.
SMILES,PglD inh
Cc1ccc(-c2nn(C)c(=O)c3ccccc23)cc1CNC(=O)CSc1nc2ccccc2o1,-2
COc1cc(-c2nnc(COC(=O)c3cc(C)nc4ccc(C)cc34)o2)cc(OC)c1OC,11
COc1ccc(S(=O)(=O)N2CCCCC2)cc1NC(=O)c1ccc2ccccc2n1,2
CCC(Sc1nc2n[nH]c(C)c2c(=N)n1-c1cccc(Cl)c1)C(=O)NCCOC (stereo unspecified),5
Cc1ccc(NS(=O)(=O)c2ccc3c(c2)C(=O)c2ccccc2C3=O)c(C)c1,2
COc1ccc(S(=O)(=O)Nc2ccccc2C(=O)NCc2ccco2)cc1,3
COc1ccc(Br)cc1C(=O)Nc1ccc(NC(=O)c2ccco2)cc1,-6
COc1ccc(N/C(=N\c2nc(C)cc(C)n2)NC(C)=O)cc1OC,5
CCOC(=O)CSc1nc(-c2ccccc2)cc(C(F)(F)F)n1,-1
O=C(NC1CCCCC1NC(=O)c1cccs1)c1cccs1 (stereo unspecified),2
NC1=NC(=O)CC(C(=O)NCCc2ccccc2)S1 (stereo unspecified),3
CN1C(=O)/C(=C2\SC(N)=NC2=O)c2ccccc21,-2
Clc1cccc(Cl)c1COc1ccccn1,1
CC(/C=C/c1cccs1)=C\C(=O)O,-2

# Other records.
SMILES,PglD inh
Cc1ccc(Cn2nnc(C(=O)Nc3cc(C)ccc3C)c2N)cc1,-5
CCCOc1ccc(N2C(=O)CC(SCCN)C2=O)cc1 (stereo unspecified),1
CCn1nc(C)c(NC(=O)/C=C/c2ccc(OC)c(COc3ccc(Cl)cc3Br)c2)c1C,6
C/C(=N\NC(=O)c1ccc([N+](=O)[O-])cc1)c1cc2ccccc2oc1=O,-5
Cc1cccc(NC(=S)NC(=O)CCc2ccccc2)c1,-1
Cc1ccccc1NC(=O)CN1C(=O)S/C(=C\c2cccn2-c2cccc(C(=O)O)c2)C1=O,-4
COc1ccc(CCNC(=O)c2ccc3nc(-c4ccco4)c(-c4ccco4)nc3c2)cc1OC,-3
O=C(c1ccco1)N1CCN(C(c2ccccc2)c2nnnn2C2CCCC2)CC1 (stereo unspecified),-3
CCOC(=O)c1c(NC(=O)CSc2nnc(C)s2)sc2c1CCC(CC)C2 (stereo unspecified),5
COc1ccc(C2CC(c3cc(OC)ccc3OC)n3nnnc3N2)cc1 (stereo unspecified),-5
CCOC(=O)c1cnc(-c2ccccc2)nc1Oc1cccc(Cl)c1,-2
COc1ccc(C(=O)n2c(-c3ccco3)nc3ccccc32)cc1,15

# An excerpt. The share of hits here may be higher or lower than overall.
